Source: PubChem BioAssay
NPYLR7 agonist – agonists of mosquito NPYLR7 receptor, primary screen, cell-based, Aedes aegypti, calcium fluorescence, mosquito biting behavior; activation, % at 10 µM; 270,000 tested, 0.15% active; HEK293T NPYLR7/Galpha15, GCaMP6s calcium fluorescence; Aedes aegypti neuropeptide Y-like receptor 7 (NPYLR7); in the data active = activation above about 40%;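 note: 0% = vehicle and 100% = reference agonist at the receptor; some compounds past the cut are filed as inactive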
hcGAS lum – Primary biochemical luminescence assay for human cyclic GMP-AMP synthase inhibitors; recombinant h-cGAS, ATP depletion, Kinase-Glo luminescence; inhibition, % at 12.5 µM; 290,000 tested, 0.081% active;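 note: 0% = vehicle reaction and 100% = reaction without DNA for no activity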
Target sequence (Q8N884 whole entry, looked up): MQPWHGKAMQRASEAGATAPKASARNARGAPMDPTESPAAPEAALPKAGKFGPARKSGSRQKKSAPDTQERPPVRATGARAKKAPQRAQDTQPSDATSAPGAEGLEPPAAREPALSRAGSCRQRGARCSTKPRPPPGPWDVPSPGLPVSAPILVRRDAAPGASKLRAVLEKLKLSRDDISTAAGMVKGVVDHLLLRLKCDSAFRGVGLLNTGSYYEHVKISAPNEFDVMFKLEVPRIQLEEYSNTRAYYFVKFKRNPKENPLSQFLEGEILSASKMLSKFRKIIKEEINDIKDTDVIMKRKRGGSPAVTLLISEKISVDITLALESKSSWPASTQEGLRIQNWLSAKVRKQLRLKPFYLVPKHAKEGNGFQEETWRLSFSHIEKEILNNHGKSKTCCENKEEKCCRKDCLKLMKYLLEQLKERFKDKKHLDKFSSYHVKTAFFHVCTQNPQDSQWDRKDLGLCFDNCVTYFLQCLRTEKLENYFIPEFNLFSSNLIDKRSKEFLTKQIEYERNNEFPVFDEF
mcGAS inh – cyclic GMP-AMP synthase inhibitors, mouse, primary biochemical chemiluminescence | inhibition, % at 12.5 µM | 160,000 tested, 0.15% active | Q8C6L5 | AID 1259399, 2018 | recombinant cGAS, Kinase-Glo ATP depletion luminescence;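 note: 0% = negative control wells and 100% = reference inhibitor with no enzyme activity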
Active calls of the source: *; . = no result given; & = joins results of further samples. Cut-off read from the data, not from the text of the source, unless noted: active = inhibition above about 40%; inactive = the rest. Random draw from the library. Share with any hit: about 0.29%.

SMILES	NPYLR7 agonist	hcGAS lum	mcGAS inh
O=C(CSc1ccccc1C(=O)NC1C2CC3CC(C2)CC1C3)NC1CC1 (stereo not given)	0	-6	-11
Cc1noc(C)c1CNc1cc2c(cc1Cl)OCCCO2	0	-15	-10
O=C(CC12CC3CC(CC(C3)C1)C2)Nc1nccs1	18	-12	.
Cc1cc(C2CCCN(Cc3cc(Cl)ccc3OCC#N)C2)n[nH]1 (stereo not given)	5	-15	-7
O=C(CC(c1ccccc1)c1ccc2c(c1)OCO2)NCCN1CCOC1=O (stereo not given)	-2	-5	.
CN(C)[C@H]1CCN(c2nc3c(c(C(F)(F)F)n2)CCCC3)C[C@H]1CCC(=O)O	.	-14	-8
O=C(NC1CC1)C1CNCCN1C(=O)c1ccc(Cn2cccn2)o1 (stereo not given)	1	-4	-17
CCOc1ccccc1CN1CCNC(=O)C1CC(=O)NCc1cc(C)n(C)n1 (stereo not given)	2&-1	-6&-1	.
CCC1CN(C)c2ccccc2CN1CCC(=O)NC (stereo not given)	4&9	-11&-4	-6
COC(=O)c1cccn2cc(COC(=O)C(C)C)nc12	8	-5	.
CN(C1CCN(c2ccccn2)CC1)S(=O)(=O)c1cn(C)cn1	10	-5	.
O=C(N[C@H]1CCCCNC1=O)c1cc(COc2ccc3c(c2)CCCC3)on1	3&-6	-8&1	1
O=C(Cc1cccs1)N1CCC(c2cn(Cc3ccc(C(F)(F)F)cc3)c3ccccc23)CC1	2	-8	-6
COc1ccc(Cl)c2sc(N(CC3CCCO3)C(=O)c3ccnn3C)nc12 (stereo not given)	.	4	-1
CCCN(CC(=O)Nc1cc(-c2ccccc2)nn1-c1ccc(C)cc1C)C(=O)Nc1ccc(F)c(F)c1	19	-10	-5
C(=N/Nc1nc(N2CCCC2)nc(N2CCCC2)n1)/c1cccnc1	-5	7	-5
COCCc1nc2ccc(C(=O)N3CCc4[nH]c5ccc(OC)cc5c4C3)cc2o1	20	-6	-10
CC(C)CC1(C(=O)O)CCCC1	0	1	.
Cc1ccc(-n2nnc(C(=O)OCc3ccccc3C)c2C)cc1	-22	-1	-3
Cc1cc(Oc2ccccc2Cl)nc(SCc2cccc(C(F)(F)F)c2)n1	1	-1	-1
CCOCCNC(=O)c1ccc(-n2nc(C(=O)OCC)c3c2-c2ccccc2C3)cc1	3	-5	-8
CCc1cc(NC(C)c2cccc(N3CCOC3=O)c2)ncn1 (stereo not given)	6	-4	.
CNC(=O)c1ccc2n1CCN(C(=O)OCc1ccccc1)C2C (stereo not given)	0	-3	-6
CCCC(CCC)C(=O)Oc1cc(C)[nH]c(=O)c1[N+](=O)[O-]	3	-4	-5
Cc1ccnc2nc(C(=O)N3CCCC3CN3CCCC3)nn12 (stereo not given)	3	-10	.
Cc1ccc(-c2nnc(NC(=O)C3CCCN3C(=O)c3cc(C(F)(F)F)cc(C(F)(F)F)c3)s2)cc1 (stereo not given)	-6	-7	-3
Cc1nn(C)cc1S(=O)(=O)NCCN(C)C	0	-11	.
CCC(C(=O)N1CCN(c2cc(Oc3cccc(Cl)c3)ncn2)CC1C)c1ccccc1 (stereo not given)	-6	-1	0
Cc1noc(-c2ccc(OC(F)(F)F)cc2)c1C(=O)NC(C)c1ccccc1 (stereo not given)	5	-9	-6
CCN(CC)CCNC(=O)c1cc(NC(=O)c2cc(C(F)(F)F)cc(C(F)(F)F)c2)ccc1N1CCN(c2ccccc2OC)CC1	18	-9	-6
O=C(O)C1(CCOc2ccccc2)CCCN(c2ncccn2)C1 (stereo not given)	2	-4	-9
CCOC(=O)c1cc(-c2ccc(N3CCN(C(=O)c4cnn(C)c4Cl)CC3)cc2)n(-c2ccccc2Cl)n1	5	5	4
CCc1nc2n(n1)C(=O)C(C(c1ccccc1Cl)N1CCCC1)S2 (stereo not given)	-1	1	0
O=C(Cc1ccc(-c2ccccc2)cc1)NC1CCC(n2cc(C(=O)N3CCCC3)nn2)CC1 (stereo not given)	22	-4	-7
CC1(Cc2cccc(C(F)(F)F)c2)C(=O)Nc2cccc(Cl)c21 (stereo not given)	2	-2	-2
CC(c1ccc2c(c1)OCCCO2)n1cc2ncccc2c1O (stereo not given)	-6	4	.
O=C(Cc1n[nH]c(=O)c2ccccc12)OCc1cc(=O)n2ccsc2n1	4	3	.
CCn1ccccc1=N	3	-8	.
Cc1ccccc1N1CCN(C(=O)c2cc(-c3ccccc3F)n3nc(C(C)(C)C)cc3n2)CC1	11	-3	-9
CN1CCn2nc(C(=O)NC3c4ccccc4-c4ccccc43)cc2C1	-3	0	0
CCOCCOc1nc(-c2ccc(Cl)c(Cl)c2)n(-c2cccc(NC(=O)c3ccc([N+](=O)[O-])cc3)c2)n1	8	-6	-5
COc1ccccc1C(=O)N1CCC(n2c(=O)oc3cccc(C)c32)CC1	-20	2	1
CC1C(=O)N(c2cccc(Br)c2)CCN1C(=O)Nc1cccc(Cl)c1 (stereo not given)	-1	-5	.
COc1ccccc1CNCc1cnn(Cc2ccccc2Cl)c1	9	-5	.
Cc1nn(C)c(C)c1CN(C(=O)CCc1nc(-c2ccco2)no1)C(C)C	2	-3	.
COc1ccc(CCN(C)c2cc(Cl)nc(SCc3cccc(C(=O)NCCc4ccccn4)c3)n2)cc1OC	-2	3	-1
COc1ccc(CN(C(=O)Nc2ccc(C(C)C)cc2)C(C)C)cc1OS(C)(=O)=O	0	-14	-8
O=S(=O)(NNc1ccc(Cl)cc1)c1ccc(F)c(F)c1	-1	-7	.
O=C(c1coc(CN(Cc2ccc(F)cc2)Cc2cccc(Cl)c2Cl)n1)N1CCOCC1	1	-5	-8
C=CCNC(=O)Cn1nc2n(c(=O)c1=O)CCN2c1ccc(F)cc1	9	-6	.
CC1=C/C(=N/Nc2ccccc2Cl)CC1	20	-7	-1
O=C(NNC(=O)C1C2C=CC(C2)C1C(=O)O)c1ccc(OC2CCCC2)cc1 (stereo not given)	1	5	.
CC1CCC/C(=N\Nc2nc3c(c(=O)n(C)c(=O)n3C)n2Cc2ccccc2Cl)C1 (stereo not given)	0	-14	.
COc1ccc(NC(=O)C2CCCNC2)c(NC(=O)C(C)C)c1 (stereo not given)	-3	1	.
Fc1ccc(-c2cn3nc(CNc4ccc5c(c4)OCO5)n4c3c2CCCC4)cc1	6	-13	.
CCc1c(C)c(C(=O)NC(C)c2ccccc2)n(Cc2cccc(C)c2)c1C (stereo not given)	4	-5	-4
CCC1(C)Cc2ccccc2-c2nc(NCCO)n(-c3ccc(C)cc3)c(=O)c21 (stereo not given)	-9	-2	.
NC(=O)NC(=O)CCN(Cc1ccc(-c2ccccc2Cl)s1)C1CC1	9	-4	-6
Cc1cc(C)nc(NNS(=O)(=O)c2ccc(C(F)(F)F)cc2)n1	2	-3	.
CN1CCC(Cc2noc(CCc3ccc4c(c3)OCO4)n2)CC1	0	1	-16

Some of these compounds in order of SMILES length, rising.
SMILES	NPYLR7 agonist	hcGAS lum	mcGAS inh
CCn1ccccc1=N	3	-8	.
CC1=C/C(=N/Nc2ccccc2Cl)CC1	20	-7	-1
COc1ccccc1CNCc1cnn(Cc2ccccc2Cl)c1	9	-5	.
CC(c1ccc2c(c1)OCCCO2)n1cc2ncccc2c1O (stereo not given)	-6	4	.
O=S(=O)(NNc1ccc(Cl)cc1)c1ccc(F)c(F)c1	-1	-7	.
CN1CCC(Cc2noc(CCc3ccc4c(c3)OCO4)n2)CC1	0	1	-16
COc1ccc(NC(=O)C2CCCNC2)c(NC(=O)C(C)C)c1 (stereo not given)	-3	1	.
CCc1nc2n(n1)C(=O)C(C(c1ccccc1Cl)N1CCCC1)S2 (stereo not given)	-1	1	0
C=CCNC(=O)Cn1nc2n(c(=O)c1=O)CCN2c1ccc(F)cc1	9	-6	.
COc1ccccc1C(=O)N1CCC(n2c(=O)oc3cccc(C)c32)CC1	-20	2	1
O=C(Cc1n[nH]c(=O)c2ccccc12)OCc1cc(=O)n2ccsc2n1	4	3	.
Cc1nn(C)c(C)c1CN(C(=O)CCc1nc(-c2ccco2)no1)C(C)C	2	-3	.
Fc1ccc(-c2cn3nc(CNc4ccc5c(c4)OCO5)n4c3c2CCCC4)cc1	6	-13	.
CCC1(C)Cc2ccccc2-c2nc(NCCO)n(-c3ccc(C)cc3)c(=O)c21 (stereo not given)	-9	-2	.
O=C(c1coc(CN(Cc2ccc(F)cc2)Cc2cccc(Cl)c2Cl)n1)N1CCOCC1	1	-5	-8
CC1CCC/C(=N\Nc2nc3c(c(=O)n(C)c(=O)n3C)n2Cc2ccccc2Cl)C1 (stereo not given)	0	-14	.
O=C(Cc1ccc(-c2ccccc2)cc1)NC1CCC(n2cc(C(=O)N3CCCC3)nn2)CC1 (stereo not given)	22	-4	-7
Cc1ccccc1N1CCN(C(=O)c2cc(-c3ccccc3F)n3nc(C(C)(C)C)cc3n2)CC1	11	-3	-9
COc1ccc(CCN(C)c2cc(Cl)nc(SCc3cccc(C(=O)NCCc4ccccn4)c3)n2)cc1OC	-2	3	-1
CCOC(=O)c1cc(-c2ccc(N3CCN(C(=O)c4cnn(C)c4Cl)CC3)cc2)n(-c2ccccc2Cl)n1	5	5	4
CCOCCOc1nc(-c2ccc(Cl)c(Cl)c2)n(-c2cccc(NC(=O)c3ccc([N+](=O)[O-])cc3)c2)n1	8	-6	-5

Continued:
SMILES	NPYLR7 agonist	hcGAS lum	mcGAS inh
O=C(c1csc(CSc2nnc(-c3ccco3)n2-c2ccccc2Cl)n1)N1CCC(n2c(=O)[nH]c3ccccc32)CC1	14	-3	-5
Cc1ccn2c(NC(C)(C)C)c(-c3cccc(OS(=O)(=O)c4ccc(Br)cc4)c3)nc2c1	.	-9	-4
Cc1[nH]c2c(F)cccc2c1CC(=O)NCc1cc(=O)[nH]cn1	22	-6	.
CN(Cc1nc2ccccc2[nH]1)C(=O)CC1C(=O)NCCN1Cc1ccc(F)cc1Cl (stereo not given)	-5	-3	.
COc1cccc(S(=O)(=O)NCCNc2cc(-n3cccn3)nc(C)n2)c1	-5	-4	-8
CC1CN(C(=O)c2ccc3c(c2)OCCO3)C(=Nc2ccc(Cl)cc2)S1 (stereo not given)	16	-1	.
O=C1NCC(=O)N2CCN(C(=O)CCc3ccsc3)CC12 (stereo not given)	3	-9	.
CC1(C)CC1(C(=O)NCCn1[nH]c(=O)ccc1=O)c1cccs1 (stereo not given)	12	-5	.
CCOC(=O)N1[C@@H](c2ccccc2)[C@@H](CO)C[C@]12CCCCN(C)C2=O	5	-1	-5
O=[N+]([O-])c1c[n+]([O-])n(-c2cccc(Cl)c2)n1	74*	3	-1
COC(=O)c1ccc(N=Nc2c(C)[nH]n(-c3ccccc3)c2=O)cc1	-6	-8	.
CC(NC(=O)Nc1cccc(I)c1)c1ccncc1 (stereo not given)	13	-6	.
COc1cc(-c2nc(C=Nc3ccccc3Cl)c(O)o2)cc(OC)c1OC	-1	1	-3
CC1(C)O[C@@H]2C[C@@](OCc3ccccc3F)(C(=O)NCc3ccco3)CC(OCc3ccc(C#N)cc3)[C@@H]2O1 (stereo not given in full)	27	-3	-6
CCCNC(=O)CS(=O)Cc1cc(Br)ccc1OC (stereo not given)	3	-3	.
Cc1ccc(N=Nc2cc(-c3ccccc3)oc2O)c(C)c1	-5	-8	-6
Brc1ccccc1-c1nnc(CON=C2c3ccccc3-c3ccccc32)o1	13	-14	.
CCN(CC)P1(=Nc2cccc(C(F)(F)F)c2)C(=C2N(C)c3ccccc3C2(C)C)C=NN1C (stereo not given)	6	-6	.
Cc1ccc(CC(C)NC(=O)NCCC(=O)NC2CCCC2)s1 (stereo not given)	2	-7	.
CC1SC(c2cccc(F)c2)N(CCC(=O)N2CCCC2)C1=O (stereo not given)	.	0	-3
O=C1NC(=O)C(c2csc3ccccc23)N1 (stereo not given)	-2	-6	.
Cc1cn2c3c(=O)n(CCC(C)C)c(=O)n(C)c3nc2n1-c1ccc(S(N)(=O)=O)cc1	8	-5	-7
O=C1CCCc2ccc(NS(=O)(=O)c3cccs3)cc21	-4	4	.
